Screening results: PubChem BioAssay, several laboratories
ANO1 block = TMEM16A chloride channel inhibitors, primary screen, cell-based, HTS; Anoctamin-1 (Mus musculus), Q8BHY3; HEK293 TMEM16A/YFP iodide influx fluorescence, ionomycin; normalized B-score (activity score, 25-100; higher = stronger inhibition) at 10 µM; 310,000 tested, 1.2% active;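 active means ratio plate-corrected score three or more library SD toward inhibition, starting fluorescence score within five deviations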;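 further: score derived from kinetic fluorescence span divided by baseline fluorescence per well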
MrgX1 antag = antagonists of human MrgX1 receptor, primary screen, HEK293 cells, Fluo-4 calcium flux | B-score at 10 µM | AID 588676, 2011 | 310,000 tested, 1.3% active | Mas-related G-protein coupled receptor member X1 (Homo sapiens), Q96LB2 | BAM8-22 antagonism; hits give low values;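 active means calcium-response B-score plate-corrected more than 3 library SD below zero, starting fluorescence within 5 deviations, no agonist response on first addition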;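 further: peak minus trough fluorescence over baseline after final BAM8-22 challenge near maximal dose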
Target sequence (Q96LB2 whole entry, looked up): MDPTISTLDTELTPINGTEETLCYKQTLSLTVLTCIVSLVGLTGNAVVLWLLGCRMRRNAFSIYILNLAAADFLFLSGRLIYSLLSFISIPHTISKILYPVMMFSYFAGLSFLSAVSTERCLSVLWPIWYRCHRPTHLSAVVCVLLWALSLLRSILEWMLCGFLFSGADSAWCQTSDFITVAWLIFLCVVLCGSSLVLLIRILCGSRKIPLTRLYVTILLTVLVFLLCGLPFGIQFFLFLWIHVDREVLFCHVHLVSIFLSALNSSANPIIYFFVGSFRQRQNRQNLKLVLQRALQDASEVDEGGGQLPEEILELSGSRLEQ
MrgX1 ag = agonists of human MrgX1 receptor, primary screen, HEK293 cells, Fluo-4 calcium flux; B-score at 10 µM; AID 588627, 2011; Mas-related G-protein coupled receptor member X1 (Homo sapiens), Q96LB2; Fluo-4 calcium fluorescence, agonist mode; hits give high values; 310,000 tested, 0.44% active;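 active means calcium response B-score plate-corrected fluorescence ratio at least 3 library SD, with starting fluorescence B-score inside 5 SD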
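Material: HEK293 cells stably expressing human MrgX1 receptor | Quantity: 15,000 cells per well | Times: Cells plated overnight, dye loaded 0.5 h 37 °C, 0.5 h room temperature | Measured by: Kinetic Fluo-4 NW fluorescence of intracellular calcium | Control set: Positive and negative controls per plate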
RGS4 block = RGS4 inhibitors, primary screen, cell-based, HEK293 M3R inducible RGS4, calcium flux. Regulator of G-protein signaling 4 (Homo sapiens), P49798. Fluo-4 calcium flux; hits give high values; triggered by carbachol at its EC20. B-score at 10 µM. 310,000 tested, 0.45% active;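 active means B-score, a plate-corrected calcium signal, over three deviations above library mean, with baseline fluorescence within five deviations of library mean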;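 further: RGS4 expression induced by doxycycline in cells with stable M3 receptor; B-score is computed from the integrated fluorescence ratio over baseline after carbachol; higher B-score means a larger calcium signal and so more RGS4 inhibition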
Target sequence (P49798 whole entry, looked up): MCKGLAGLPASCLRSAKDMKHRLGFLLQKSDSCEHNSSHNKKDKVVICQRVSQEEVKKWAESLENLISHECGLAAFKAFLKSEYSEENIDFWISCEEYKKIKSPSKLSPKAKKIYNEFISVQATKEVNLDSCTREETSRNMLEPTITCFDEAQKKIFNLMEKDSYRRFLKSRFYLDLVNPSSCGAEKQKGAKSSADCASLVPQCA
RGS4 act = RGS4 potentiators or activators, primary screen, cell-based, HEK293 M3R inducible RGS4, calcium flux; carbachol calcium flux Fluo4; hits give low values; B-score at 10 µM; 310,000 tested, 0.92% active;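 active means B-score of the integrated calcium signal more than 4 SD below the library mean, with starting fluorescence not abnormally high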;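 further: negative B-score means reduced calcium response which marks RGS4 activation or potentiation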
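Material: M3R-expressing HEK293 line, RGS4 induced by doxycycline | Schedule: Overnight RGS4 induction, 30 min dye load 37 °C, 20 min compound RT | Measured by: Fluo4 fluorescence kinetic imaging of calcium | Read-out: Integrated calcium ratio converted to B score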
ANO1 activ = TMEM16A chloride channel activators or potentiators, primary screen, cell-based, HTS; B-score at 10 µM; HEK293 TMEM16A/YFP-H148Q/I152L, iodide quench fluorescence; hits give low values; 340,000 tested, 0.3% active; Anoctamin-1 (Mus musculus), Q8BHY3;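 active means fluorescence-ratio B-score plate-corrected deviation score at least 3 library SD below zero, with starting fluorescence score within 5 deviations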;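 further: channel opened by trigger with iodide after compound preincubation; score built on the fluorescence ratio of max minus min over baseline; more negative score means more quench and so TMEM16A activation or potentiation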
HDAC3 inh = HDAC3 deacetylase inhibitors, primary screen, biochemical, fluorescence, cell-free homogeneous. Histone deacetylase 3 (Homo sapiens), O15379. recombinant HDAC3, fluorogenic peptide/trypsin coupled. inhibition, % at 8.3 µM. 320,000 tested, 0.15% active. AID 2718, 2010; in the data active means inhibition above about 26%, passing the limit was not always enough; inconclusive means no clear call, values can overlap the other calls
Target sequence (O15379 whole entry, looked up): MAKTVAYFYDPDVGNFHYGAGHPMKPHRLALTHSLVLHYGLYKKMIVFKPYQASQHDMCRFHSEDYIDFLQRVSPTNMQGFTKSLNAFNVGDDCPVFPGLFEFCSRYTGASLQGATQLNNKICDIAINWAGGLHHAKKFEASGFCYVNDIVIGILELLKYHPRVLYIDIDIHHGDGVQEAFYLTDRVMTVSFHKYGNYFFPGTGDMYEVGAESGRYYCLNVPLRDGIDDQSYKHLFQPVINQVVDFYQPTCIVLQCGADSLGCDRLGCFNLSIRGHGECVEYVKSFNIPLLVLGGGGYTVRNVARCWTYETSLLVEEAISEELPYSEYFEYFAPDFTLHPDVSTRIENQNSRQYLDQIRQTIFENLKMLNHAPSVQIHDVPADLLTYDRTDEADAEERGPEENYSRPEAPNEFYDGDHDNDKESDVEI
TRPC6 inh = mouse TRPC6 channel inhibitors, primary screen, cell-based, HEK293, membrane potential dye; 310,000 tested, 1.1% active; Short transient receptor potential channel 6 (Mus musculus), Q61143; B-score at 10 µM; ACh-evoked depolarization; hits give low values;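 active means B-score under library mean minus 3 SD, initial fluorescence not abnormally high, positive integrated signal ratio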;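 further: B-score derived from integrated fluorescence ratio over the kinetic read; more negative B-score means stronger inhibition of depolarization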
TRPC6 activator = mouse TRPC6 channel activators, primary screen, cell-based, HEK293, membrane potential dye; Short transient receptor potential channel 6 (Mus musculus), Q61143; HEK293-TRPC6 membrane potential dye fluorescence; hits give high values; AID 2550, 2010; 310,000 tested, 0.13% active; B-score at 10 µM;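 active means B-score of the integrated fluorescence ratio above library mean plus 3 SD, and starting fluorescence ratio within library mean plus 5 SD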;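 further: higher score means more depolarization so channel activation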
MrgX1 PAM = positive allosteric modulators of MrgX1, primary screen, HEK293 cells, Fluo-4 calcium flux; FDSS; hits give high values; B-score at 10 µM; 310,000 tested, 0.63% active; AID 588675, 2011;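 active means plate-corrected calcium response at least 3 library SD above typical, normal starting fluorescence, not activating the receptor alone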;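 further: compound read alongside a low EC10 to EC30 dose of BAM8-22 agonist; peak minus trough fluorescence over baseline measured at the second addition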
SKKanGAS inh = S. pyogenes SKKanGAS growth inhibitors in kanamycin, primary screen, streptokinase expression inhibitor project, SKKanGAS strain, BacTiter-Glo luminescence. 6 h. inhibition, % at 7.5 µM. 300,000 tested, 1.3% active. AID 1662, 2009;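 active means mean replicate score, as percent of positive control median, at least 50; inconclusive means mean below 50 but one replicate at or above 50; inactive means mean and every replicate below 50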;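 further: strain carries kanamycin resistance gene driven by streptokinase promoter and grows in 40 µg/ml kanamycin; loss of luminescence reflects streptokinase promoter inhibition or plain growth inhibition; 0% = median of DMSO wells and 100% = positive control at its reference dose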
An asterisk follows results filed as active; i = inactive; ? = inconclusive; . = not tested or not shown.

SMILES	ANO1 block	MrgX1 antag	MrgX1 ag	RGS4 block	RGS4 act	ANO1 activ	HDAC3 inh	TRPC6 inh	TRPC6 activator	MrgX1 PAM	SKKanGAS inh
NC(=O)C1CCN(C(=O)CC2C(=O)NCCN2Cc2cccc(Oc3ccccc3)c2)CC1 (stereo unspecified)	i	i	i	i	i	i	17	i	i	i	-3
CCn1nc(C)c(CNC(=O)c2cc(COc3ccc(F)cc3Cl)on2)c1C	25*	i	i	i	i	i	0	i	i	i	-6
COc1ccc(OC)c(S(=O)(=O)Nc2cc(C(=O)O)ccc2N2CC3CC(C2)c2cccc(=O)n2C3)c1 (stereo unspecified)	i	i	i	i	i	i	-4	i	i	i	6
COc1ccc(/C(C)=N\NS(=O)(=O)c2ccccc2)cc1OC	i	i	i	i	i	i	-7	i	i	i	3
CCc1ccc2c(CN3CCC(C(=O)OC)CC3)cc(=O)oc2c1	i	i	i	7.2*	i	i	5	i	i	i	-6
CCCN(Cc1cc(=O)[nH]c2ccccc12)C(=O)CC	i	i	i	i	i	i	-6	i	i	i	7
O=C(Nc1nc2c(Cl)ccc(Cl)c2s1)c1ccco1	i	i	i	i	i	i	0	i	i	i	12
CCC(C)NC(=O)C1CCCN(S(=O)(=O)c2ccc3c(c2)CC(C)N3C(=O)C2CC2)C1 (stereo unspecified)	i	i	i	i	i	i	-1	i	i	i	-3
COc1cc(NC(=S)N2CCN(C(c3ccccc3)c3ccccc3)CC2)cc(OC)c1	i	i	i	i	i	i	?	i	i	i	10
COc1ccc(C(=O)NNC(=O)CN2CCC(n3nnc4cc(F)ccc43)CC2)cc1	i	i	i	i	i	i	2	i	i	i	-6
O=C(OCCN(C1=NS(=O)(=O)c2ccccc21)c1ccc(Cl)cc1)c1ccco1	i	i	i	i	i	i	-1	i	i	i	3
Cc1cccc(-c2nc(CN3CCCC(C(=O)NC4CCCC4)C3)c(C)o2)c1 (stereo unspecified)	i	i	i	i	i	i	4	i	i	i	-2
CCCCOC(=O)CCc1c(C)[nH]c(=S)[nH]c1=O	i	i	i	i	i	i	4	i	i	i	-3
Cc1ccccc1NS(=O)(=O)c1ccc(C(=O)N2CCN(S(=O)(=O)c3ccccc3)CC2)cc1	i	i	i	i	i	i	8	i	i	i	-13
CCc1ccc(NC(=O)Cn2nnc(C(=O)NCc3ccco3)c2N)cc1	i	i	i	i	i	i	-2	i	i	i	3
CCOC(=O)c1ccc(NC(=S)N2CCN(c3ccccn3)CC2)cc1	i	i	i	i	i	i	-4	i	i	i	-5
Cc1ccc(Cn2c(CCC(=O)O)nc3ncccc3c2=O)cc1	i	i	i	i	i	i	-5	i	i	i	6
O=C(Oc1c(Br)cc(Br)c2cccnc12)N1CCCCC1	i	i	i	i	i	i	-1	i	i	i	36
CNc1nc(Sc2cccc(C(F)(F)F)c2)cc(C(F)(F)F)n1	i	i	i	i	i	i	6	i	i	10*	12
C/C(CCc1ccccc1)=N\NC(=S)NCCc1ccccc1	i	i	i	i	i	i	3	i	i	i	7
COC(=O)c1ccc(COC(=O)C2CCN(S(=O)(=O)c3ccc(C)c(C)c3)CC2)o1	i	i	i	i	i	i	0	i	i	i	-2
O=C(CCCCCN1C(=O)c2ccccc2C1=O)Oc1ccc2c3c(c(=O)oc2c1)CCC3	i	i	i	i	i	i	-11	i	i	i	-1
Cc1nnc(NC(=O)CSCc2ccccc2)s1	i	i	i	i	i	i	-9	i	i	i	-6
Nc1nnnn1/N=C/c1ccccc1C(F)(F)F	i	i	i	i	i	i	4	i	i	i	7
Cc1ccc(C(=O)NC(=S)Nc2ccc(NC(=O)c3cccs3)cc2)cc1[N+](=O)[O-]	i	i	i	i	i	i	4	i	i	i	45
OCCC1CN(Cc2cccc3c2OCO3)CCN1Cc1ccccc1 (stereo unspecified)	i	i	i	i	i	i	-1	i	i	i	5
COc1ccc(Cl)cc1NC(=O)CCCNC(=O)c1ccc(Cl)cc1	i	i	i	i	i	i	2	i	i	i	4
CC1CCCC(C)N1C(=O)Cn1c(SCC(=O)NCc2ccc3c(c2)OCO3)nc2ccccc21 (stereo unspecified)	i	i	i	i	i	i	-1	i	i	i	0
O=C(Nc1ccc2c(c1)OCCO2)c1cccnc1Oc1ccc(Cl)cc1	i	i	i	i	i	i	11	i	i	i	-6
Cc1cc(NC(=O)CSc2nc3c(C)cccc3cc2C)no1	i	i	i	i	i	i	2	i	i	i	-1
CCCC(=O)Nc1cc(Cl)ccc1C	i	i	i	i	i	i	0	i	i	i	-8
COc1ccc(-n2nnnc2-c2cccnc2)cc1	i	i	i	i	i	i	1	i	i	i	0
COc1ccc(C2C(C(=O)c3ccc(C)o3)=C(O)C(=O)N2Cc2ccco2)cc1OC (stereo unspecified)	i	i	i	i	i	i	-2	i	i	i	10
CC(C)(C)N1OC2CC1c1nc3ccccc3n1C2 (stereo unspecified)	i	i	i	i	i	i	-1	i	i	i	5
CCCCC1(C)Nc2ccccc2-c2nc3ccccc3n21 (stereo unspecified)	i	i	i	i	i	i	-26	i	i	i	1
CC(=O)c1cccc(NC(=O)CN(c2ccccc2)S(C)(=O)=O)c1	i	i	i	i	i	i	-2	i	i	i	-2
O=C(Nc1nc(-c2ccc(-c3ccccc3)cc2)cs1)c1cnccn1	i	i	i	i	i	i	-5	i	i	i	13
CCn1c(SCC(=O)Nc2cccc(NC(C)=O)c2)nc2c([nH]c3ccccc32)c1=O	i	i	i	i	i	i	9	i	i	i	18
COc1cccc(N/C(N)=N/c2nc(C(F)(F)F)cc(=O)[nH]2)c1	i	i	i	i	i	i	.	i	i	i	-9
Fc1ccccc1NC(=S)N1CCN(Cc2ccc3c(c2)OCO3)CC1	i	i	i	i	i	i	-1	i	i	i	1
CC(=O)N1CCC(N(CCCOC(C)C)C(=O)Nc2ccc(Cl)cc2)CC1	i	i	i	i	i	i	3	i	i	i	-3
Cc1ccc(C)c(OCC(=O)N2CCN(C(=O)c3ccco3)CC2)c1	i	i	i	i	i	i	-5	i	i	i	-12
O=C(c1ccc(S(=O)(=O)NCc2ccco2)cc1)N1CCCC1	i	i	i	i	i	i	-4	i	i	i	-15
CCNc1nc(C(=O)O)nc(N2CCOCC2)n1	i	i	i	i	i	i	-3	i	i	i	3
COc1ccc(NC(=O)CCN2C(=O)c3ccccc3C2=O)c(OC)c1	i	i	i	i	i	i	0	i	i	i	9
CCN1CCS/C1=C\C=C\C1=[N+](CC)CCS1	.	.	.	i	i	i	.	i	i	.	-10
CC1CCCN(C(=O)COC(=O)c2n[nH]c3ccccc23)C1 (stereo unspecified)	i	i	i	i	i	i	0	i	i	i	-6
CN(C)CCn1c2c(c(SCC(=O)Nc3cccc(C(F)(F)F)c3)nc1=O)CCCC2	i	i	i	i	i	i	7	i	i	i	-4
COCCN(C(=O)CNC(=O)c1cccs1)C(C(=O)NC1CCCCC1)c1ccco1 (stereo unspecified)	i	i	i	.	.	i	0	.	.	i	.
COc1ccc(C)cc1NC(=O)c1nn(C)cc1Br	i	i	i	i	i	i	2	i	i	i	-4
CCN(CC)C(=O)Oc1ccc2cc(Br)ccc2c1	i	i	i	i	i	i	8	i	i	i	3
CC(=O)c1ccc(N2C(=O)[C@@H]3[C@H](C2=O)[C@H]2c4ccccc4C=NN2[C@@H]3C(C)=O)cc1	i	i	i	i	i	i	3	i	i	i	-3
NC(=O)NC(CC(=O)NCCc1ccc(S(N)(=O)=O)cc1)c1ccccc1Cl (stereo unspecified)	i	i	i	i	i	i	2	i	i	i	2
O=C(N/N=C/c1ccc2c(c1)OCO2)c1cc(-c2ccc(F)cc2)nc2ccccc12	i	i	i	i	i	i	0	i	i	i	13
Cc1cc2occ(CC(=O)NC3(C)CCS(=O)(=O)C3)c2cc1C (stereo unspecified)	i	i	i	i	i	i	-12	i	i	i	-1
CN(C)N=Nc1nc2c(c(=O)n(C)c(=O)n2C)n1CC1CO1 (stereo unspecified)	i	i	i	i	i	i	1	i	i	i	-3
COc1ccc(OC)c(Nc2cc3ccccc3c(=O)[nH]2)c1	i	i	i	i	i	i	-3	i	i	i	8
CN(C)c1nc(N)c([N+](=O)[O-])c(NCCO)n1	i	i	i	i	i	i	8	i	i	i	0
Cc1noc(-c2ccc(C(F)(F)F)cc2)c1NC(=O)Nc1ccc(Cl)cc1	i	i	i	i	i	i	0	i	i	i	33
CC1CN(c2c3c(nc4ncnn24)CCCC3)CC(C)O1 (stereo unspecified)	i	i	i	i	i	i	4	i	i	i	-11
Continued:
SMILES	ANO1 block	MrgX1 antag	MrgX1 ag	RGS4 block	RGS4 act	ANO1 activ	HDAC3 inh	TRPC6 inh	TRPC6 activator	MrgX1 PAM	SKKanGAS inh
CCCCc1ccc(NC(=S)N2CCN(c3ncccn3)CC2)cc1	i	i	i	i	i	i	0	i	i	i	-14
CCOC(=O)c1[nH]cnc1C(=O)Nc1ccc([N+](=O)[O-])cc1	i	i	i	i	i	i	-11	i	i	i	7
CCC(=O)N1CCc2cc(S(=O)(=O)NCCC(=O)Nc3ccccc3C)ccc21	i	i	i	i	i	i	3	i	i	i	-5
CCC(=O)Nc1nnc(S(=O)(=O)N(CC)c2cc(C)cc(C)c2)s1	i	i	i	i	i	i	-2	i	i	i	8
Nn1c(Cc2cccc3ccccc23)nnc1SCC(=O)NCC1CCCO1 (stereo unspecified)	i	i	i	i	i	i	1	i	i	i	-3
O=S(=O)(c1ccc(Cl)cc1)N1CN(CC2CCCO2)c2nc3ccccc3nc21 (stereo unspecified)	i	i	i	i	i	i	-6	i	i	i	14
CCOC(=O)N1CCN(C(=O)C(=O)NN)CC1	i	i	i	i	i	i	0	i	i	i	-5

Compounds as they come, and some 6.7% of all compounds hit somewhere here.
